B2AR arrestin: recruits beta-arrestin to the human beta2-adrenergic receptor | beta-arrestin recruitment to beta2AR, cell-based reporter | Potency, µM (top dose mostly 46.1 µM), without a hit: at the highest dose activation, actives largely listed as activators | 330,000 compounds, 0.02% hits;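 note: potency is the fitted concentration of half-maximal effect; 0% = DMSO controls and full agonism = EC100 isoproterenol or metaproterenol; nearly all actives have a fitted effect of over 65% in size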
GALK inhibitor: galactokinase (human) inhibition. P51570. Purified GALK, Kinase-Glo residual ATP luminescence. Potency, µM (series often up to 57.5 µM), without a hit: at the highest dose activity change, negative = inhibition, usual class: inhibitors. 270,000 compounds, 0.007% hits. AID 1868; note: potency is the fitted concentration of half-maximal effect
Target sequence (P51570 whole entry, looked up): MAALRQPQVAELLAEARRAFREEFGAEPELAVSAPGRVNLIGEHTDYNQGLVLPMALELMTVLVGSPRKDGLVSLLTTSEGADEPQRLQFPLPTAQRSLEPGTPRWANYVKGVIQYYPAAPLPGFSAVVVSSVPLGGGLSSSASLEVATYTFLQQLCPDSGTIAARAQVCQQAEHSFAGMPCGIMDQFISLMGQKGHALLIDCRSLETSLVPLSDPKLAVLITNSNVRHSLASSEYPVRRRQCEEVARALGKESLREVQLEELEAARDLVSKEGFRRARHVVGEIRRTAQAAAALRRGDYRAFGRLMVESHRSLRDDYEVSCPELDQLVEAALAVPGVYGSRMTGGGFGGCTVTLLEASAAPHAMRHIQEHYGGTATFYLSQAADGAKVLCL
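Compounds were pin-transferred into ATP buffer (35 uM final), then GALK plus galactose (5 nM, 100 uM final) was added. After 1 h at room temperature, Kinase-Glo Plus was added and luminescence read after 10 min.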
Eya2 inh: blocks the phosphatase activity of human Eya2. AID 488837. O00167. 330,000 compounds, 0.006% hits. recombinant Eya2, OMFP fluorescence dephosphorylation (OMFP is methylfluorescein phosphate). Potency, µM (doses to about 76.9 µM), for the others: top-dose activity, negative = inhibition, actives largely listed as inhibitors; note: potency is the fitted concentration of half-maximal effect
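Eya2 (0.2 uM) preincubated 10 min at ambient with compound, then OMFP substrate added at 50 uM; 10 min reaction in 50 mM HEPES pH 7.5, 50 mM NaCl, 5 uM MgCl2, 0.05% BSA, 1 mM DTT. Fluorescence read at Ex 485/Em 525 nm.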
uPA surface inh: blocks generation of uPA at the cell surface; cell surface uPA generation assay, qHTS; 330,000 compounds, 0.31% hits; AID 540303; Potency, µM (highest dose often 38.3 µM), for inactives: at the top dose activity change, negative = inhibition, actives largely listed as inhibitors; active = well fitted inhibition curve with a large enough effect; inconclusive = small, poorly fitted or top-dose-only effect; inactive = no such curve, though single readings can be large or run the other way; tested in mouse RAW 264.7 cells; note: potency is the fitted concentration of half-maximal effect; nearly all actives have a fitted effect of over 55% in size
USP2a block: inhibitors of human ubiquitin-specific protease USP2a. USP2 core, Ub-CHOP2 coupled fluorogenic reporter, 485/531. Potency, µM (series often up to 38.3 µM), for inactives: top-dose activity change, negative = inhibition, most hits filed as inhibitors. 330,000 compounds, 0.01% hits;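 note: potency is the fitted concentration of half-maximal effect; plate controls were DMSO wells for no effect and full inhibition by NEM control for full effect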
Target sequence (O75604 whole entry, looked up): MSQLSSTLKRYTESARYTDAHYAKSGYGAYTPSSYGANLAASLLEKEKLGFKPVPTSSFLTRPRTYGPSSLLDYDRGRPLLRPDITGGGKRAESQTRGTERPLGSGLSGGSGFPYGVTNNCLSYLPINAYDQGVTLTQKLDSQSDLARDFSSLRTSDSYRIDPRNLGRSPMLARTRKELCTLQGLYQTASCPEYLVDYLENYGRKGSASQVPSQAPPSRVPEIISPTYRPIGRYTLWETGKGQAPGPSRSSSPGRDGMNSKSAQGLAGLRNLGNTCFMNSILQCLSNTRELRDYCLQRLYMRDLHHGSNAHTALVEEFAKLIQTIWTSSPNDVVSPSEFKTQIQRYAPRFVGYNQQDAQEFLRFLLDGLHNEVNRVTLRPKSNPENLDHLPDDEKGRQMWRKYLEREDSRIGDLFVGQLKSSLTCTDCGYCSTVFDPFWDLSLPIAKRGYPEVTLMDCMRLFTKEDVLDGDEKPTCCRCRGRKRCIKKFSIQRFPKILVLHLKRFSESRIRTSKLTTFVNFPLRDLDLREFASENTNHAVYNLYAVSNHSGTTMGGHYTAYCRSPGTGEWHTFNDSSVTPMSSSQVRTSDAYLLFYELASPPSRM
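Cell-free coupled assay: 10nM USP2 core preincubated 30min RT with compound in Tris-HCl pH 8.0/CaCl2/CHAPS buffer, then 25nM Ub-CHOP2 and 25nM reporter substrate; fluorescence (Ex 485/Em 531) read after 60min RT, normalized to NEM inhibition, concentration-response curves fitted.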
hERG WT inh: inhibitors of human wildtype KCNH2 potassium channel | Q12809 | U2OS, BacMam KCNH2, thallium flux FluxOr; active compounds read low | activity change, % at 1.84 µM | 340,000 compounds, 0.37% hits;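 active = maximum activity change below -70%; inconclusive = maximum activity change between -70% and -50%; inactive = maximum activity change above -50%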
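U2OS cells were transduced with wild-type KCNH2 virus (2.03 x 10^8 / mL) for 4 h at room temperature, then cultured overnight at 37 C. Thallium flux was read with FluxOr dye. Rate constants were normalized to DMSO controls.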
KCNH2 3.1 inh: KCNH2 3.1 (human) potassium channel inhibition. U2OS KCNH2 3.1, thallium flux FluxOr; active compounds read low. activity change, % (tested at about 1.8 µM). 340,000 compounds, 0.95% hits. AID 720553;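 active = maximum activity change below -70%; inconclusive = maximum activity change from -70% to -50%; inactive = maximum activity change above -50%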;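 note: thallium influx rate constant from kinetic fluorescence after stimulation buffer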
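We transduce U2OS cells with the mutant 3.1 virus, culture them overnight, load FluxOr with Red40 quencher for 45 min, then add stimulation buffer and read kinetically for 2 min to derive a normalized rate constant.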
Chronic BCR inh: chronic active BCR signaling inhibition; ABC-DLBCL IkBa-CBG/CBR reporter, luminescence ratio, 4 h; 340,000 compounds, 0.05% hits; Potency, µM (doses to about 46.1 µM), for the others: at the top dose ratio change, negative = lower green/red ratio, actives largely listed as inhibitors; AID 493014; active = well fitted inhibition curve with a large enough effect in the signal ratio, with a control signal flat, not every such curve was filed as active; inconclusive = small, poorly fitted or top-dose-only effect, or effect the other way, or a change in a side signal; the % refers to the signal ratio;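 note: potency is the fitted concentration of half-maximal effect; plate controls were basal doxycycline-induced cells for no effect and cells given 10 µM MG132 for full effect; MG132 reads +100%, hits lower the ratio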
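TMD8 ABC-DLBCL cells carrying doxycycline-inducible green luciferase fused to IkappaBalpha plus unfused red luciferase were exposed to compounds (up to 46 uM) for 4 hrs at 37C. Activity came from the overlap-corrected green/red luminescence ratio.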
FBPA coupling cs: inhibits coupling enzyme system, counter-screen for aldolase hits; activity change, negative = inhibition, % at 58.2 µM, hits read low; 290,000 compounds, 0.67% hits; coupling enzyme system counterscreen, AmpLite Red fluorescence; in the data active = activity change below about -30%
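Fluorescence at 525 nm excitation and 598 nm emission measured inhibition of the coupled detection system without aldolase. Compounds (at 57.5 uM final) were preincubated 10 min at room temperature with coupling enzyme reagent before a 20 min substrate/AmpLite Red step.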
PKM2 activator: activators of human pyruvate kinase M2. P14618. purified PKM2, Kinase-Glo ATP luminescence, activation; response scale: 0% is enzyme alone, no compound. Potency, µM (highest dose often 57.5 µM), for the others: at the highest dose activation, usual class: activators. 260,000 compounds, 0.34% hits; note: potency is the fitted concentration of half-maximal effect; nearly all actives have a fitted effect of over 55% in size
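ATP formation by purified human PK-M2, quantified via coupled luciferase luminescence after 1 h at room temperature with 0.1 mM ADP and 0.5 mM PEP final.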
Giardia kill: kills Giardia lamblia | AID 540267 | 340,000 compounds, 0.15% hits | Giardia lamblia trophozoite viability | activity change, % at 7.66 µM, hits read low; in the data active = activity change below about -80%; inconclusive = between about -30% and that limit;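 note: parasites exposed to compound for two days anaerobically before the ATP read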
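Giardia lamblia trophozoites (100 cells/well) were incubated with compounds for 48 h at 37 deg C under anaerobic conditions. Viability was read as ATP content by one-step luminescence after 15-30 min at room temperature.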
The depositor's hits bear a star; i = inactive; ? = inconclusive; / = not tested or not shown; & = joins results of further samples; [ ] = dose if it differs, or a comment. Unless noted, calls come from the whole dose curve; as a rule, active = well fitted curve in the direction sought with a large enough effect; inconclusive = small, poorly fitted or top-dose-only effect, or another doubt; inactive = no such curve, though single readings can be large; an effect the other way counts as inactive or inconclusive. Unless noted, % is set by controls: 0 for no effect and ±100 for the full control effect.

smiles,B2AR arrestin,GALK inhibitor,Eya2 inh,uPA surface inh,USP2a block,hERG WT inh,KCNH2 3.1 inh,Chronic BCR inh,FBPA coupling cs,PKM2 activator,Giardia kill
C/C(=N\NC(=O)CCn1nnc2ccccc21)c1cccs1,4.1%,1%,6%,3%,1%,-1,8,1%,1,5%,18
COc1ccc(NC(=O)c2c[nH]c(=O)n(-c3ccc(C)c(C)c3)c2=O)cc1OC,-0.7%,1%,-8%,3%,-1%,3,20,0%,3,1%,-4
Cc1ccc(/C=C2/SC(=S)N(CCCC(=O)Nc3ccc(O)cc3)C2=O)cc1,-0.1%,1%,13%,-13%,0%,?,-8,?,2,-5%,-4
N#C/C(C(=O)Oc1ccccc1)=C1/Nc2ccccc2-c2ccccc21,-0.1%,-2%,10%,-2%,0%,-3,-4,13%,/,5%,6
CCOc1ccccc1NC(=O)C(Sc1ccccc1)c1ccccc1 (configuration not stated),0.0%,0%,-21%,-2%,3%,-6,?,2%,-1,0%,5
Cc1cccc(-c2cccc(NC(=O)C3CCCN(C(=O)c4ocnc4C)C3)c2)c1 (configuration not stated),0.3%,-10%,8%,-8%,-1%,9,-9,?,0,-1%,-7
COc1ccc(NC(=O)N(Cc2cc3ccc(OC)cc3[nH]c2=O)CC2CCCO2)cc1 (configuration not stated),-1.0%,4%,7%,-15%,1%,11,17,-3%,-5,2%,21
Cc1cc(C)cc(OC(=O)N2CCOCC2)c1,0.0%,0%,9%,4%,2%,2,-6,-1%,1,0%,-16
CCC(=O)c1ccccc1OCCSc1nc(C)cc(=O)[nH]1,0.1%,-1%,-13%,6%,4%,0,-4,5%,5,12%,-15
Cc1ccc(C(=O)N2CCCC(N3CCN(c4ccccc4F)CC3)C2)s1 (configuration not stated),-0.8%,-4%,0%,3%,-1%,2,/,1%,/,2%,5
O=C(NC(=S)NNS(=O)(=O)c1ccccc1)c1ccc([N+](=O)[O-])cc1,0.2%,-2%,-15%,-1%,1%,1,13,0%,7,-8%,14
O=C(CCc1ccc(O)cc1)c1c(O)cc(O)cc1O[C@@H]1O[C@H](CO)[C@@H](O)[C@H](O)[C@H]1O,-0.2%,/,3%,-2%,1%,-4,10,-14%,0&-1,0%,-5
Cc1ccccc1-n1c(C)nnc1SCC(=O)N(C)C1CCS(=O)(=O)C1 (configuration not stated),0.3%,12%,3%,?,1%,16,3,1%,1,0%,-12
CCc1ccc(NC(=O)CC2C(=O)N(c3ccc(C)cc3)C(=O)N2CCc2ccncc2)cc1 (configuration not stated),0.3%,1%,-6%,-1%,0%,27,/,1%,2,1%,-6
CCOC(=O)c1cnn(-c2ccccc2)c1-c1ccncc1,0.2%,3%,-4%,4%,10%,-5,7,?,4,/,-8
O=C(Nc1ccc(N2CCN(C(=O)c3ccc(Cl)cc3)CC2)cc1)c1ccc2c(c1)OCCO2,0.2%,2%,0%,/,0%,1,-79*,?,1,3%,4
O=C(Nc1ccc(S(=O)(=O)Nc2ncccn2)cc1)c1ccc2ncsc2c1,0.2%,-12%,6%,2%,6%,-6,3,?,-8,-2%,9
CN(C)/C=C(\C#N)C(=O)N/N=C/c1ccccc1,0.1%,5%,2%,1%,0%,3,/,0%,0,/,14
Cc1ccc2cc(CNC(C)(C)C)c(=O)[nH]c2c1,-0.3%,-4%,-32%,3%,0%,4,1,-2%,-3,0%,10
COCCn1c(SCC(=O)Nc2cccnc2Cl)nc2cc(Cl)ccc2c1=O,-1.1%,/,4%,14%,-1%,-1,?,?,/,/,14
O=C(Cc1ccccc1)Nc1ncccn1,0.2%,/,-1%,15%,-7%,2,12,-1%,/,/,7
COC(=O)/C=c1/s/c(=C(/C#N)C(=O)N2CCCCC2)n(-c2ccccc2)c1=O,-0.5%,1%,-6%,-5%,3%,?,-5,?,1,1%,10
Cc1ccc(OCC(=O)NNC(=S)NC(=O)c2cccs2)c(C)c1,0.0%,1%,-2%,1%,3%,-33,14,9%,2,-1%,-15
CCN1C(=O)Cc2cc(S(=O)(=O)N3CCOCC3)ccc21,-0.2%,2%,-3%,5%,1%,0,1,-2%,-2,-2%,3
CCC(=O)N1CCN(c2ccc(NC(=O)c3cccs3)cc2)CC1,-0.6%,0%,5%,4%,6%,8,6,-6%,1,4%,-12
COc1ccc(N2CCN(c3nc4ccccc4n3CC(=O)c3ccccc3)CC2)cc1,-0.7%,3%,12%,-1%,0%,-2,-22,-1%,1,0%,1
CCC1Oc2ccc(C)cc2N(CC(=O)NCCN2CCCCCC2)C1=O (configuration not stated),-0.2%,0%,5%,-9%,1%,0,-4,-1%,0,-1%,-2
O=C(/C=C/c1ccco1)N1CCN(S(=O)(=O)c2ccccc2)CC1,-0.4%,/,8%,-6%,7%,13,-19,-3%,/,/,-22
Cn1c2c(c(=O)n(C)c1=O)C(c1ccc(Br)cc1)C(C#N)=C(N)N2 (configuration not stated),-0.9%,-2%,-4%,21%,4%,-30,41,0%,0,4%,11
CC(=O)Nc1ccc(NC(=O)CSc2nnc(NC(=O)C3CC(=O)N(c4ccccc4)C3)s2)cc1 (configuration not stated),0.0%,-9%,12%,-2%,0%,5,-13,0%,/,-4%,-13
O=C(CCN1C(=O)C2C3C=CC(C3)C2C1=O)Nc1nccs1 (configuration not stated),-2.1%,2%,4%,4%,1%,-2,3,8%,-2,7%,1
Cc1cccc(C(=O)OCC(=O)NN2C(=O)NC3(CCC(C)CC3)C2=O)c1O (configuration not stated),0.2%,/,-9%,25%,3%,-7,-6,-7%,/,/,16
COc1ccc(CCN2C(=O)C(Oc3ccccc3C)C2c2ccc3c(c2)OCO3)cc1OC (configuration not stated),-0.5%,-3%,-6%,-10%,1%,-5,-8,9%,0,1%,-2
O=C(CNC(=O)c1ccco1)NCC(=O)OCc1ccccc1Br,-0.2%,0%,-5%,-4%,3%,-2,12,?,8,1%,15
COc1ccc2c(C)nc(Nc3nc(-c4ccccc4)cc(=O)[nH]3)nc2c1,-0.5%,4%,-2%,0%,1%,2,-12,1%,2,13%,6
CCc1ccc(/C=C2/Sc3ccccc3N(CC(=O)NCC3CCCO3)C2=O)cc1 (configuration not stated),0.1%,1%,-1%,2%,-12%,-14,12,9%,-4,/,5
COc1ccc(Nc2nc(-c3sc(C)nc3C)cs2)c(OC)c1,-0.1%,-5%,-6%,4.5µM*,-1%,1,19,?,0,5%[11.5 µM],-13
COc1ccc(N2CCC(CNC(=O)Nc3ccccc3)C2)cc1 (configuration not stated),0.1%,0%,-17%,/,1%,3,-6,-1%,-5,-6%,7
COc1ccc(-c2noc(-c3cccs3)n2)cc1OC,-0.3%,-2%,3%,-5%,2%,13,-38,?,2,-1%,2
Cc1ccc(SCc2cc(=O)n3[nH]cnc3n2)cc1,0.1%,-2%,5%,0%,-7%,-9,12,-20%,0,16%,-10
CC(=O)c1cccc(NC(=O)Nc2ccc3c(c2)N(C)C(=O)CS3)c1,-0.3%,-1%,-2%,-2%,-1%,3,-2,?,-5,0%,4
Nc1c(-c2ccccc2)c(CSc2nc3ccccc3[nH]2)nn1-c1ccc(Cl)cc1,-0.5%,-2%,1%,-2%,-12%,-5,1,?,3,-26%,2
CCOc1ccc(NS(=O)(=O)c2ccc3[nH]c(=O)cc(C(=O)O)c3c2)cc1,-0.3%,-1%,-4%,5%,-1%,i,-11,2%,0,4%,16

Screening data from PubChem BioAssay.

The order is random; about 2.4% have a hit in one of these screens.
